FBW7 act: human FBW7 E3 ligase activation, primary screen. 650,000 compounds, 0.13% hits. AID 1259310. normalized activity (activation), % at 26.1 µM. Q969H0. AlphaScreen FBW7–phospho-cyclin E peptide binding, activator screen; in the data active = normalized activity above about 1.9%;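 also: purified mutant Fbw7 with reduced substrate affinity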
TEAD-YAP block: TEAD-YAP interaction inhibition. HEK-TIYL cells, TEAD-Gal4/YAP UAS-luciferase luminescence. inhibition, % at 9.12 µM. 640,000 compounds, 1.4% hits; in the data active = inhibition above about 32%;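 also: 0% = median of test compound wells and 100% = reference inhibitor wells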
MITF primary: blocks human microphthalmia-associated transcription factor. inhibition, % at 2.6 µM. O75030. 650,000 compounds, 0.91% hits. AlphaScreen MITF homodimerization, bead proximity signal; in the data active = inhibition above about 50%;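 also: 0% = vehicle wells with protein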
Target sequence (O75030 whole entry, looked up): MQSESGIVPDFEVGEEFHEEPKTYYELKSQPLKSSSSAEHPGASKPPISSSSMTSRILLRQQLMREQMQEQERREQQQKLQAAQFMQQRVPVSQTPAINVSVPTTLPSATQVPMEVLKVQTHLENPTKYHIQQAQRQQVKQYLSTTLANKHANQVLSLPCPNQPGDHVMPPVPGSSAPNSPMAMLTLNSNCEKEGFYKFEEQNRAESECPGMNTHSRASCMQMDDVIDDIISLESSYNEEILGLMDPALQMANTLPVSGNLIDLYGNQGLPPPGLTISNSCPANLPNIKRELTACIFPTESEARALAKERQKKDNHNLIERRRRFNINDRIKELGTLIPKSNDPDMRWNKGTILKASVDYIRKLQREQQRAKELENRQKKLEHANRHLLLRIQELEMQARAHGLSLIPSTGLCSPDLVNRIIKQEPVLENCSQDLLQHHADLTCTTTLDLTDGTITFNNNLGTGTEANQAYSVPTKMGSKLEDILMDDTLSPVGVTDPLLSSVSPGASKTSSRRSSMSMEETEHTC
GPR151 ag: activators of human GPR151; PathHunter beta-arrestin GPR151 cells, luminescence; activation, % at 11.2 µM; 650,000 compounds, 1% hits; AID 1508602; in the data active = activation above about 4.9%;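 also: 0% = median of compound wells and 100% = cells with positive control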
Target sequence (Q8TDV0 whole entry, looked up): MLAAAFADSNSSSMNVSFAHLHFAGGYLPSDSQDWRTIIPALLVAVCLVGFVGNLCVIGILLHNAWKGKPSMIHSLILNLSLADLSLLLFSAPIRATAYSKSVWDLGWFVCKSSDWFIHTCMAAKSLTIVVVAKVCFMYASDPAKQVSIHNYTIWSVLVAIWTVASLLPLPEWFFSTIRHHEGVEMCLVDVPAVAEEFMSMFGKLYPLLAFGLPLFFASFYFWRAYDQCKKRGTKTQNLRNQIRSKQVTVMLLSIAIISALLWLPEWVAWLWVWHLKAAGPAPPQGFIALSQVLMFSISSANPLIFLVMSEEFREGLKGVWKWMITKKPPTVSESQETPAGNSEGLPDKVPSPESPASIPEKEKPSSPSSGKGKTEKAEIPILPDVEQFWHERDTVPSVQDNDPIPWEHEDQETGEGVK
* = called active by the depositor.

Each structure is followed by: TEAD-YAP block, MITF primary, GPR151 ag, FBW7 act
Oc1ccc(Nc2nc(Nc3ccc(O)cc3)nc(N3CCOCC3)n2)cc1
    -52.4, -3.1, 1.1, -0.2
Cc1cccc(-c2cnc(C)nc2C2CCCN(C(=O)c3csc(C)n3)C2)c1 (centres undefined)
    1.0, 3.8, 1.5, -0.3
COc1cc(/C=C2\NC(=O)N(Cc3ccc(Cl)cc3)C2=O)ccc1OC(C)C
    3.5, 3.9, 1.8, 0.2
COc1nc(NCCc2ccc(O)cc2)nc(-c2cccc(C(C)=O)c2)n1
    -0.6, 4.7, 0.3, 0.1
CCc1ccc(N2CC(C(=O)OCC(=O)c3ccc([N+](=O)[O-])cc3)CC2=O)cc1 (centres undefined)
    -3.5, -4.8, 0.8, -0.5
CC(C)(C)CC(=O)NCC(c1ccc2c(c1)OCO2)N1CCOCC1 (centres undefined)
    -0.3, 12.8, -0.5, -0.1
O=C1CCCN1CCn1cnc2c(Nc3ccc(N4CCOCC4)cc3)nc(Nc3ccncn3)nc21
    -16.5, 1.2, 0.6, -0.3
COc1cc(OC)c(OC)cc1CN1CCN(C2CCCC2)CC1
    -0.8, 17.6, -0.9, -0.2
O=C(Cc1ccccc1)N1N=C(c2ccccc2)CC1(O)C(F)(F)F (centres undefined)
    2.9, 5.6, 0.2, -0.1
O=C(CCc1ccccc1)N1CCN(c2ccc([N+](=O)[O-])cc2)CC1
    8.0, 10.2, -0.7, -0.1
CCOc1cccc2c1OC(c1ccc(OC)cc1)N1N=C(c3cccs3)CC21 (centres undefined)
    -51.6, 3.2, -0.3, -0.1
O=C(N/N=C(\c1ccccc1)c1ccncc1)c1ccccc1
    -38.0, 26.1, -0.8, 0.2
CC(C)Cn1cc(C(=O)NCCCN2CCC(C)CC2)c2c3ccccc3n(C)c2c1=O
    -3.7, -1.2, 0.8, 0.0
CC(=O)C1=C(O)C(=O)N(CCCN2CCOCC2)C1c1ccc(Cl)cc1 (centres undefined)
    1.7, -0.4, 1.7, -0.1
Cc1cc(N2CCCC2)nc(N2CCN(C(=O)c3ccccc3Cl)CC2)n1
    33.1*, 0.0, 0.6, 0.0
COc1ccccc1CC(=O)Nc1ccc(F)cc1F
    -3.5, 7.1, -0.1, -0.2
CN(Cc1ccccc1)C(=O)c1cc(-c2ccco2)[nH]n1
    -1.5, 9.2, 2.4, 0.2
Cc1cccc(OC(=O)NCCOC(N)=O)c1
    -2.5, 4.5, 0.4, 0.0
Cc1cc(C)nc(SCc2cc(=O)c(OC(=O)Cc3ccccc3)co2)n1
    7.7, 10.2, 1.5, 0.2
COc1ccc(NC(=O)C2CC(=O)N(Cc3ccccc3)C(=Nc3ccc(F)cc3)S2)cc1 (centres undefined)
    5.2, -8.8, -0.3, -0.1
CC(=O)Nc1ccc(S(=O)(=O)N2CCN(C3CCCCC3)CC2)cc1
    -4.9, 16.8, 1.8, 0.0
Cc1ccc(NC(=O)c2cccnc2C(=O)O)nc1
    -9.3, 31.5, 4.2, -0.9
CCCn1c(N)c(C(=O)c2cccc(S(=O)(=O)N3CCCCCC3)c2)c(=O)n(C)c1=O
    10.4, 11.1, 1.1, 0.0
CCOc1ccc2nc(SCC(=O)c3ccc(CC)cc3)sc2c1
    7.8, 8.9, 0.0, -0.1
COCCNC(=O)CCc1c(C)nc2cc(-c3ccccc3OC)nn2c1C
    2.2, 10.0, -0.4, 0.7
COCC(=O)Nc1cc(OC)ccc1OC
    5.7, 18.3, 0.5, 0.4
C=CCn1c(CSc2ccc(C)cc2)n[nH]c1=S
    1.2, -5.7, 0.4, 0.1
CSc1nc(Cl)c(Cc2ccc(OC(C)C)cc2)c(N2CCCCC2)n1
    -4.1, -4.7, -0.8, -0.2
CNC(=O)CCCN1C(=O)c2cccc3cccc(c23)C1=O
    3.2, 8.0, -0.1, 0.5
Cc1ccc(-c2csc3ncn(CC(=O)NCCCN4CCOCC4)c(=O)c23)cc1
    1.8, -5.9, -0.2, 0.1
COc1ccc([C@@H]2C[C@H](C(=O)N3CCC(C)CC3)N(C)S(=O)(=O)N2)cc1OC
    4.8, 6.3, -0.2, 0.2
Cc1ccc(S(=O)(=O)N(CC(O)Cn2c3ccccc3c3ccccc32)c2ccc(Br)cc2)cc1 (centres undefined)
    12.6, 8.5, -1.2, 0.2
c1ccc(CCc2noc(CN3CCC(c4nc5ccccc5o4)CC3)n2)cc1
    -7.6, -4.2, 4.1, -0.2
COc1ccc(-c2cc(C(=O)O)no2)cc1
    1.9, 6.6, 1.3, 0.0
CC(C)CN(CC(C)C)C(=O)CCNS(=O)(=O)c1cc(Br)cnc1N
    -2.7, 23.4, -1.5, 0.1
CN(C)CCNC(=O)c1ccc(COCC(F)(F)F)cc1
    8.1, 5.7, 2.8, 1.3
COc1ccc(CCNC(=O)C(=O)Nc2ccccc2OC)cc1
    0.0, 11.3, 1.1, 0.1
CCC1CCCCN1C(=O)CSc1nc2ccccc2n1CC(=O)N1CCCCC1 (centres undefined)
    12.9, 8.9, 1.6, 0.5
O=C(NNS(=O)(=O)c1ccc(Br)cc1)NC12CC3CC(CC(C3)C1)C2
    9.4, -0.1, 0.8, 0.0
Cc1ccc(S(=O)(=O)N(C)CC(=O)Nc2ccccc2C(F)(F)F)cc1
    -2.7, -11.7, -0.7, 0.0
Cc1ccc(Cl)cc1NS(=O)(=O)c1ccc(NC(=O)c2ccco2)cc1
    -0.5, 6.6, -0.9, 0.1
CC(C)CNS(=O)(=O)c1ccccc1C(=O)N1CCCCC1
    2.6, 4.2, -2.0, -0.1
COc1cc(OC)cc(C(=O)NCCOC23CC4CC(CC(C4)C2)C3)c1
    5.3, 17.4, -0.9, 0.0
Cc1c(C(=O)C(=O)NCCCN2CCCC2=O)c2ccccc2n1C
    -7.2, 32.8, 2.1, 0.1
CCCCOCCCNC(=O)c1ccc(-c2ccccc2)cc1
    5.0, -2.7, 0.6, 0.1
CCOC(=O)/C(=C\c1cccc([N+](=O)[O-])c1)C(=O)c1ccccc1
    -3.3, 4.9, -0.9, 0.4
Cc1ccc(-n2nc3c(c2NC(=O)c2cc(Br)ccc2Cl)CS(=O)(=O)C3)c(C)c1
    5.5, 11.2, -1.2, 0.0
Cc1cc2c(=O)n(CC(=O)N3CCCC3)cnc2s1
    8.4, 10.1, 1.2, 0.2
c1cncc(CNc2nc(NCCN3CCOCC3)nc3c2ncn3-c2ccsc2)c1
    -0.3, 11.1, 1.7, 0.0
Cn1nccc1Nc1nc(NC2CC2)c2ncn(CCN3CCCC3=O)c2n1
    -0.2, -17.6, 2.2, 0.1

Compounds from the list above that have a CF3 group, in the order listed:
Each structure is followed by: TEAD-YAP block, MITF primary, GPR151 ag, FBW7 act
O=C(Cc1ccccc1)N1N=C(c2ccccc2)CC1(O)C(F)(F)F (centres undefined)
    2.9, 5.6, 0.2, -0.1
CN(C)CCNC(=O)c1ccc(COCC(F)(F)F)cc1
    8.1, 5.7, 2.8, 1.3
Cc1ccc(S(=O)(=O)N(C)CC(=O)Nc2ccccc2C(F)(F)F)cc1
    -2.7, -11.7, -0.7, 0.0

Arranged by molar mass (falling): part of the list above
Each structure is followed by: TEAD-YAP block, MITF primary, GPR151 ag, FBW7 act
Cc1ccc(-n2nc3c(c2NC(=O)c2cc(Br)ccc2Cl)CS(=O)(=O)C3)c(C)c1
    5.5, 11.2, -1.2, 0.0
CC(C)CN(CC(C)C)C(=O)CCNS(=O)(=O)c1cc(Br)cnc1N
    -2.7, 23.4, -1.5, 0.1
CCC1CCCCN1C(=O)CSc1nc2ccccc2n1CC(=O)N1CCCCC1 (centres undefined)
    12.9, 8.9, 1.6, 0.5
O=C(NNS(=O)(=O)c1ccc(Br)cc1)NC12CC3CC(CC(C3)C1)C2
    9.4, -0.1, 0.8, 0.0
COc1ccc([C@@H]2C[C@H](C(=O)N3CCC(C)CC3)N(C)S(=O)(=O)N2)cc1OC
    4.8, 6.3, -0.2, 0.2
Cc1ccc(Cl)cc1NS(=O)(=O)c1ccc(NC(=O)c2ccco2)cc1
    -0.5, 6.6, -0.9, 0.1
c1ccc(CCc2noc(CN3CCC(c4nc5ccccc5o4)CC3)n2)cc1
    -7.6, -4.2, 4.1, -0.2
Cc1ccc(S(=O)(=O)N(C)CC(=O)Nc2ccccc2C(F)(F)F)cc1
    -2.7, -11.7, -0.7, 0.0
Cn1nccc1Nc1nc(NC2CC2)c2ncn(CCN3CCCC3=O)c2n1
    -0.2, -17.6, 2.2, 0.1
COc1cc(OC)cc(C(=O)NCCOC23CC4CC(CC(C4)C2)C3)c1
    5.3, 17.4, -0.9, 0.0
Cc1c(C(=O)C(=O)NCCCN2CCCC2=O)c2ccccc2n1C
    -7.2, 32.8, 2.1, 0.1
COc1ccc(CCNC(=O)C(=O)Nc2ccccc2OC)cc1
    0.0, 11.3, 1.1, 0.1
CCOC(=O)/C(=C\c1cccc([N+](=O)[O-])c1)C(=O)c1ccccc1
    -3.3, 4.9, -0.9, 0.4
CC(C)CNS(=O)(=O)c1ccccc1C(=O)N1CCCCC1
    2.6, 4.2, -2.0, -0.1
CCCCOCCCNC(=O)c1ccc(-c2ccccc2)cc1
    5.0, -2.7, 0.6, 0.1
CN(C)CCNC(=O)c1ccc(COCC(F)(F)F)cc1
    8.1, 5.7, 2.8, 1.3
Cc1cc2c(=O)n(CC(=O)N3CCCC3)cnc2s1
    8.4, 10.1, 1.2, 0.2

Going on with the list.
Each structure is followed by: TEAD-YAP block, MITF primary, GPR151 ag, FBW7 act
O=c1c2cc3c(cc2[nH]c(=S)n1CCN1CCCC1)OCO3
    0.9, 12.3, -1.4, 0.3
O=C(CCN1C(=O)/C(=C/c2cccs2)SC1=S)N1CCOCC1
    -3.3, -5.5, -1.3, -0.2
Cc1c(NC(=S)/C=C2\N(C)c3ccccc3C2(C)C)c(=O)n(-c2ccccc2)n1C
    -1.3, 7.5, 0.8, -0.2
CN(Cc1ccc(OCC(O)CN2CCc3ccccc3C2)cc1)Cc1cnn(C)c1 (centres undefined)
    3.2, 8.4, -0.2, 0.3
O=C(Nc1ccc2c(c1)C(=O)NC2=O)c1ccc(Cl)s1
    1.4, 6.8, -0.1, 0.2
CCn1c(=O)n(-c2cccc(Cl)c2C)c(=O)c2c3c(sc21)CN(C(C)=O)CC3
    -0.6, -2.4, 0.9, 0.0
Cc1sc2ncnc(Nc3cccc([N+](=O)[O-])c3)c2c1C
    -4.1, 1.1, -1.6, -0.1
CN(Cc1ccccc1)c1nc2c(c(=O)[nH]c(=O)n2C)n1CCCc1ccccc1
    -5.4, 1.0, 0.4, -0.2
COc1ccc(-n2c(O)c(C(c3ccccn3)c3c(O)n(-c4ccc(OC)cc4)c(=S)[nH]c3=O)c(=O)[nH]c2=S)cc1
    -1.8, 39.2, 0.7, -0.6
O=C(c1cccnc1)N1CCN(c2ccc(Cl)cc2)CC1
    11.4, 12.6, 0.0, 0.1
CC(C)NS(=O)(=O)c1ccc(NC(=O)NC2CCCCC2)cc1
    3.4, 4.3, 1.9, 0.2
CCOc1ccc2nc(N3CCC(NCc4ccc(C)o4)CC3)nc(C)c2c1
    -8.8, -22.0, 0.1, 0.5
OCCNc1ccnc(-c2csc3ccccc23)n1
    -33.0, 14.7, 3.3, 0.2
COCCn1c(=O)[nH]c2cc(C(=O)N3CCN(c4cccc(C)c4C)CC3)ccc2c1=O
    7.9, 5.0, -0.5, 0.0
O=C1OC2(CCCC2)OC(=O)C1=Cc1ccc(O)cc1
    -2.2, -5.5, 2.1, -0.1
CC(C)=CCN1CCc2nnc(CNC(=O)COc3ccccc3)n2CC1
    -5.2, -11.1, 0.3, 0.0
CCOc1ccc2c(c1)-c1c(ssc1=S)C(C)(C)N2C(=O)CSc1ncn[nH]1
    -8.4, -0.9, 0.4, -0.1
CN(C)S(=O)(=O)N1CCN(CC(O)COc2ccc(-c3ccccc3)cc2)CC1 (centres undefined)
    13.7, 7.7, -0.6, 0.2
COc1ccc(Cn2c(=S)[nH]c3cc(C(=O)NCCCN4CCOCC4)ccc3c2=O)cc1
    -17.2, -7.8, 0.4, 0.0
CN(C)CCSc1nnc2c(n1)[nH]c1ccccc12
    -38.5, 8.0, -0.2, 0.2
Cc1ccccc1Cc1c(C)nc2c(C(=O)NC3CCCC(C)C3C)cnn2c1C (centres undefined)
    -7.9, 4.1, -0.8, 0.0
O=C(CSc1nnc(NC(=O)C2CCCCC2)s1)NC1CCCC1
    -1.4, 20.9, -0.9, 0.1
COc1ccccc1C(=O)Nc1c2c(nn1-c1ccc(C)cc1)CS(=O)(=O)C2
    3.0, 6.5, -1.9, 0.6
Cc1cc(Cl)ccc1NC(=O)N[C@H]1C[C@H]2C(=O)N3CCC[C@@H]3C(=O)N2C1
    8.3, 21.2, -0.4, 0.2
Cc1nc2ccccc2c(=O)n1-c1ccc(NC(=O)c2ccc(Cl)cc2Cl)cc1
    -0.8, 2.4, -0.9, -0.1
O=C(/C=C/c1cccc(F)c1)Nc1ccon1
    -44.3, 15.5, -0.7, -0.1
CCCN1C(=O)c2cc(C(=O)NC3CCCC3)ccc2C1O (centres undefined)
    -1.9, 12.7, -0.4, 0.1
CCOC(=O)c1ccc(NC(=O)c2ccc(C(=O)Nc3ccc(C(=O)OCC)cc3)cc2)cc1
    -9.0, -4.1, -2.0, -0.2
Cc1cc(=O)[nH]c(Nc2cccc(C(F)(F)F)c2)n1
    1.7, 6.4, 0.3, 0.1
Cc1ccc(NC(=O)C(Cc2ccccc2)NC(=O)OC(C)(C)C)c(C)c1 (centres undefined)
    2.2, 1.3, -1.9, 0.3

Compound activity as filed in PubChem BioAssay.
